TR-FRET SRC-2 ct: TR-FRET artefact, counter-screen to PPARgamma/SRC-2 agonist assay; stronger effect = higher value; TR-FRET ratio at 8 µM; 0.4% of 200,000 active; in the data active = TR-FRET ratio above about 2000; note: inactives centre near 1500
ROMK mod: modulates human ROMK potassium channel activity. Tet-inducible ROMK, thallium flux fluorescence; actives lie on both sides. B-score at 10 µM. 2% of 130,000 active. AID 1918;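 active = signal ratio slope over the read window, or its plate-corrected B-score, at least 3 SD from the plate mean, either direction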;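 note: B-score of the F/F0 ratio slope over 7 to 12 s after thallium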
Target sequence (P48048 whole entry, looked up): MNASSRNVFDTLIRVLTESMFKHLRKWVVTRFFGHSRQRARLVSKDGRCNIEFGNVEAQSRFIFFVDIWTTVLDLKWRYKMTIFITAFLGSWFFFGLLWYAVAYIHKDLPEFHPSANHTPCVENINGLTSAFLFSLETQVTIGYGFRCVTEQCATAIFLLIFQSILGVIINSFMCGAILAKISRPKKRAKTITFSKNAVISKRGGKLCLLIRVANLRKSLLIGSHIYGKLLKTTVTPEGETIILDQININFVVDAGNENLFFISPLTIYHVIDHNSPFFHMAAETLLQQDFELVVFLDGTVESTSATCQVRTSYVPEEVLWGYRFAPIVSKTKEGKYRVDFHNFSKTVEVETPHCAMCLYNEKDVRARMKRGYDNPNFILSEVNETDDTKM
PMI act hi M6P: PMI (human) activation, high substrate | AID 1216 | coupled PMI enzyme assay, resazurin fluorescence, 20 min; stronger effect = higher value; 1 = untreated enzyme, 0 = substrate-free blank | P34949 | 0.34% of 190,000 active | activation factor at 20 µM;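 active = activation factor of 2 or more at 20 µM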
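Material: human phosphomannose isomerase with PGI, G6PDH, diaphorase coupling enzymes; amount: PMI at 15 ng/mL final; also added: Mannose-6-phosphate 1.0 mM (near-saturating) plus 0.22 mM NADP+; incubation: enzyme reaction with compound 20 min at room temperature; signal: resorufin fluorescence (Ex 544/Em 590 nm) from resazurin via diaphorase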
PPARg SRC2 recr: PPARgamma-driven SRC-2 recruitment agonism | activation, % at 8 µM | P37231 | PPARgamma LBD-SRC-2 recruitment, biochemical | 0.34% of 200,000 active; in the data active = activation above about 22%;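 note: 0% = vehicle and 100% = reference agonist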
S1P3 antag: S1P3 (human) receptor antagonism; Q99500; CHO S1P3 NFAT-BLA reporter, FRET fluorescence, antagonist mode; inhibition, % at 4.98 µM; 0.27% of 170,000 active;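 active = inhibition above the plate cutoff, the mean inhibition of test wells on that plate plus 3 SD, cut at about 28% in these data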;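 note: cells challenged with S1P at its EC80 of 0.8 µM; blue over green emission ratio from cleaved BLA substrate after 4 h stimulation; 0% = S1P-stimulated wells and 100% = unstimulated DMSO-only wells; some compounds past the cut are filed as inactive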
Target sequence (Q99500 whole entry, looked up): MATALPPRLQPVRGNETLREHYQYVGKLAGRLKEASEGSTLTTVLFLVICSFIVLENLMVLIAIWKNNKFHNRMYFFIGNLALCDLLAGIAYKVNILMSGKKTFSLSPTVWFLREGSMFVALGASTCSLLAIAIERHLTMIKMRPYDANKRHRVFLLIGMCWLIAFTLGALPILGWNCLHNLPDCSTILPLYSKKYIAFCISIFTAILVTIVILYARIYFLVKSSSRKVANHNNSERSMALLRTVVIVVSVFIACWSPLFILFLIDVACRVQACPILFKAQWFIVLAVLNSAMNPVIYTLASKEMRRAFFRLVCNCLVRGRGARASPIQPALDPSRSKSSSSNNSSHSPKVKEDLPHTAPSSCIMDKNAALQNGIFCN
PPARg SRC1 recr: agonists of human PPARgamma SRC-1 coactivator recruitment; 0.41% of 200,000 active; activation, % at 8 µM; PPARgamma-SRC-1 coactivator recruitment biochemical assay; in the data active = activation above about 19%;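 note: 0% = DMSO and 100% = reference agonist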
Diaph act CS: diaphorase activation or chemical reduction counter-screen; Diaphorase/resazurin coupled assay, resorufin fluorescence, 16 min; stronger effect = higher value; 1 = vehicle wells, 0 = NADH-free wells; activation factor at 20 µM; 0.005% of 190,000 active;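 active = diaphorase activity raised at least twofold by the compound at 20 µM; inactive = activation factor below 2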
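Assay system: Purified diaphorase enzyme from Clostridium kluyveri | Amount: Enzyme 0.07 U/mL final | Dosing: Compound 20 µM once, DMSO 1% | Timing: 16 min reaction at room temperature | Detection: Fluorescence, excitation 544 nm and emission 590 nm | Evaluation: Higher resorufin formation from activation or reduction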
Diaph inh CS: inhibits diaphorase or chemically oxidizes, flagging diaphorase assay artifacts | diaphorase resazurin-to-resorufin fluorescence, NADH, 16 min; bacterial (C. kluyveri) enzyme, not human | 0.69% of 190,000 active | inhibition, % at 20 µM | AID 1217;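 active = primary screen inhibition at 20 µM above a set limit, cut at about 50% in these data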;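 note: plate controls were DMSO with full reaction for no effect and wells lacking NADH for full effect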
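Assay system: diaphorase enzyme from Clostridium kluyveri. Quantity: enzyme working solution with 0.14 U/mL diaphorase. Schedule: reaction incubation of 16 min at room temperature. Technique: resorufin fluorescence, excitation 544 nm, emission 590 nm. Controls: No-NADH positive control and DMSO neutral control.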
PMI activator: increases human mannose-6-phosphate isomerase activity; P34949; purified human PMI, coupled resazurin fluorescence, 20 min; stronger effect = higher value; 1 = vehicle control, 0 substrate-free wells; activation factor at 20 µM; 0.005% of 190,000 active; AID 1214;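 active = activation factor of 2 or more at 20 µM, relative to plate controls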
PPARg SRC3 recr: promotes SRC-3 coactivator recruitment by human PPARgamma; P37231; biochemical PPARgamma/SRC-3 coactivator recruitment assay; activation, % at 8 µM; 0.26% of 200,000 active; in the data active = activation above about 23%;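 note: 0% = DMSO and 100% = reference agonist; some compounds past the cut are filed as inactive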
G6PDH counter: L. mesenteroides G6PDH inhibition counter-screen; Purified L. mesenteroides G6PDH, diaphorase/resazurin coupled fluorescence, 45 min; inhibition, % at 5 µM; 0.12% of 200,000 active; AID 1020; in the data active = inhibition above about 50%
The depositor's hits bear a star; . = not tested or not shown.

SMILES	TR-FRET SRC-2 ct	ROMK mod	PMI act hi M6P	PPARg SRC2 recr	S1P3 antag	PPARg SRC1 recr	Diaph act CS	Diaph inh CS	PMI activator	PPARg SRC3 recr	G6PDH counter
Cc1ccc(S(=O)(=O)NC2=NCN(CCOC(=O)c3ccccc3)CN2)cc1	1351	-0.425	1	-6.5	.	1.2	0.9	7.4	0.9	-1.8	-2.4
Cc1cccc(OCc2nnc(SCC(=O)N3CCc4ccccc43)n2C)c1	1396	.	1	-7.3	-67.1	-0.1	0.8	19.4	0.9	-3.5	3.5
CN(Cc1ccco1)C(=O)C(Cc1ccccc1)NS(=O)(=O)c1ccc2c(c1)CCC(=O)N2 (stereo not given)	1544	.	1.1	2.5	-10.5	-2.4	0.9	6.2	1	-3.9	-0.4
O=C(NCc1ccc2c(c1)OCO2)c1ccc(CSCc2ccccc2Cl)o1	1391	.	0.9	-0.1	4.4	-7.2	0.8	23.3	0.8	-3.1	-9.1
COc1ccc(-c2[nH]ncc2/C=C(/C#N)C(=O)NC2CCCCC2)cc1	1355	-1.33	0.9	-0.8	.	-2.0	0.9	14.7	0.9	5.3	5.3
Cc1c(Cl)cccc1N/C(=N/S(=O)(=O)c1cccs1)c1ccccc1	1706	-3.01	1	1.1	-0.4	3.6	0.8	16.5	0.9	2.8	15.5
CC(=O)N1Cc2ccccc2C(C)CC12CCCCC2 (stereo not given)	1650	-0.0934	1.1	2.9	2.2	0.1	1	-2.1	1	4.5	-12.8
CC(=O)Nc1ccc(N2C(=O)CC(N3CC(C)OC(C)C3)C2=O)cc1 (stereo not given)	1601	-0.607	1.1	1.9	5.3	9.3	0.9	9.0	1	9.7	4.6
Cc1csc(NC(=O)CSc2nnc(-c3ccco3)n2C)n1	1690	.	1	-6.8	-19.2	-0.2	0.9	7.5	1	-0.9	0.4
CCC(C)[C@H]1CNC(=S)N1CCc1cc(C(F)(F)F)cc(C(F)(F)F)c1 (stereo not given in full)	1622	.	0.9	0.7	2.3	4.9	0.6	35.1	0.8	3.4	2.5
CCOC(=O)CNC(=S)N1CCn2c(nc3ccccc32)C1	1673	-0.404	1	1.5	6.8	1.8	1	3.5	1	1.7	1.1
O=C(Nc1ccc(Br)cc1)C1CCC(=O)N1Cc1ccccc1Cl (stereo not given)	1456	.	1	11.0	.	4.7	0.9	9.9	1	4.6	0.0
CCN(CC)S(=O)(=O)c1ccc2c(c1)nc(CCC(=O)OCC(=O)Nc1c(F)cccc1F)n2C	1372	0	1	6.1	-29.6	6.9	0.9	5.9	1	0.9	3.6
Cc1ccc(CNC(=O)C2=CCN(S(=O)(=O)c3ccc(C)cc3)CC2)cc1	1464	0.721	1	11.6	-35.1	-2.3	0.8	15.5	1	2.8	10.7
CC1CCC(C(C)C)C(OC(=O)COC(=O)c2cc(O)ccc2N)C1 (stereo not given)	1434	0.0498	0.4	9.1	-10.7	-2.2	0.6	40.3	0.6	-3.5	24.2
COc1cc(/C=C/c2ccc3cccc([N+](=O)[O-])c3n2)ccc1OCC(=O)O	1775	1.02	1.1	11.4	14.0	2.8	1	2.3	1.1	6.4	4.7
Cc1ccc(NS(=O)(=O)c2ccc3c(c2)oc(=O)n3C)cc1F	1526	.	1.1	1.2	-25.1	4.3	0.9	10.6	1	9.4	5.0
C/C=C/C=C/C(=O)OC(C)C(=O)Nc1cc([N+](=O)[O-])ccc1OC (stereo not given)	1647	-0.571	1.1	-5.6	3.6	4.3	0.9	5.5	1.1	-0.5	3.6
CS(=O)(=O)N(CC(=O)N1CCCCCC1)c1ccc2c(c1)OCCO2	1527	.	1	1.9	10.3	7.7	0.9	7.2	0.9	2.2	5.6
COc1ccc(C(=O)NCCC(C)C)cc1S(=O)(=O)N1CCOCC1	1496	.	0.9	-1.1	12.4	10.2	0.8	16.8	0.9	-11.2	-14.1
Cc1oc(-c2cccs2)[n+]([O-])c1C	1429	.	0.9	-4.4	-12.2	-5.4	0.9	14.6	0.9	-3.7	1.2
COc1ccc(CN(C)Cc2ccccc2)c(OC)c1OC	1753	-0.587	1.1	-5.4	-2.5	-1.2	0.9	13.5	1.1	-0.7	2.9
COc1ccc(/C(=N/O)C(C)(C)NO)cc1	1386	0.891	1.3	9.9	.	4.1	0.9	12.8	1.2	4.2	2.2
CCCC(C)c1nnc(NC(=O)CN2C(=O)c3ccccc3C2=O)s1 (stereo not given)	1606	-1	1	-0.2	-3.4	-2.9	0.9	9.1	0.9	3.1	2.5
Nc1cccnc1Sc1cccc(Cl)c1	1420	-0.324	0.3	-3.3	.	0.0	0.6	36.3	0.6	-1.9	7.0
COC(=O)Cn1nc(-c2ccccc2)c2ccccc21	1355	.	1	-3.8	-17.1	-0.7	1	-2.2	1.1	-0.5	-2.6
CCOC(=O)c1sc(NC(=O)c2cc3ccccc3o2)nc1C	1603	1.8	1.1	21.3	-12.6	-0.1	1	1.8	1.1	4.7	2.8
O=C(O)[C@H](Cc1ccccc1)N1Cc2ccccc2C1=O	1313	.	1	5.0	-13.6	-7.2	0.8	20.0	1.1	-6.6	-2.5
N#CCCn1cc(C(=O)Nc2ccc(C(=O)O)cc2)c(-c2cc3ccccc3o2)n1	1435	0.737	1.1	5.6	2.7	1.4	1	3.7	1	-0.6	7.3
CC(C)c1ccc(O)c(NC(=O)c2cncc(Br)c2)c1	1587	.	0.9	2.3	10.5	3.5	0.8	18.5	0.9	-7.1	16.2

Pulled one by one from above:
SMILES	TR-FRET SRC-2 ct	ROMK mod	PMI act hi M6P	PPARg SRC2 recr	S1P3 antag	PPARg SRC1 recr	Diaph act CS	Diaph inh CS	PMI activator	PPARg SRC3 recr	G6PDH counter
COC(=O)Cn1nc(-c2ccccc2)c2ccccc21	1355	.	1	-3.8	-17.1	-0.7	1	-2.2	1.1	-0.5	-2.6
COc1ccc(/C(=N/O)C(C)(C)NO)cc1	1386	0.891	1.3	9.9	.	4.1	0.9	12.8	1.2	4.2	2.2
O=C(O)[C@H](Cc1ccccc1)N1Cc2ccccc2C1=O	1313	.	1	5.0	-13.6	-7.2	0.8	20.0	1.1	-6.6	-2.5

Going on with the list:
SMILES	TR-FRET SRC-2 ct	ROMK mod	PMI act hi M6P	PPARg SRC2 recr	S1P3 antag	PPARg SRC1 recr	Diaph act CS	Diaph inh CS	PMI activator	PPARg SRC3 recr	G6PDH counter
O=C(CCSc1nnc(-c2ccncc2)o1)Nc1ccccc1Cl	1674	.	1	4.7	.	1.2	0.9	9.0	0.9	3.1	3.0
CCOC(=O)c1c(C)c(C(=O)NCc2ccc(OC)cc2)c(C)n1C	1555	0.486	1.1	4.8	-17.3	0.8	1.1	-8.5	1	3.1	6.0
Cc1cccc(-n2nc(C)c3c2NC2=C(C(=O)CCC2)C3c2ccccn2)c1 (stereo not given)	1568	0.147	1	5.0	-7.2	2.3	0.9	8.5	1.3	1.9	6.7
COc1cccc(NC(=S)NC2CC3CCCC(C2)N3C2CCCC2)c1 (stereo not given)	1528	-2.03	0.8	7.6	-15.8	-4.4	0.8	21.4	0.8	4.4	8.8
Cc1cc(S(=O)(=O)Nc2ccccc2C(=O)O)ccc1Cl	1727	.	1.1	9.2	-7.1	5.6	0.9	6.7	1	2.1	0.0
Cc1ccc(C(C)C)c(OCc2ccc(C(=O)N/N=C/c3cccc(O)c3O)cc2)c1	1597	-0.00326	0.8	6.4	-0.8	3.1	0.9	13.9	1.1	-0.8	-2.8
CCN(CC)CCNC(=O)c1ccccc1C(=O)c1ncc[nH]1	1575	-0.352	0.9	-5.6	0.5	-0.3	0.9	6.6	0.9	5.1	14.0
Cc1ccc(NC(=S)NNS(=O)(=O)c2ccc3ccccc3c2)cc1Cl	1497	-0.417	1	8.3	5.9	10.2	1	0.9	1.1	3.1	-3.0
NC(=O)C1CCN(C(c2ccccc2F)c2nnnn2Cc2ccco2)CC1 (stereo not given)	1473	0.373	1.1	-4.1	-23.6	-5.3	1	2.9	1.1	-6.1	3.6
O=C(N/N=C/C(Cl)=C/c1ccccc1)c1ccncc1	1530	0.161	1	9.3	-4.1	-2.8	1	2.4	1	4.0	-7.3
O=C(Cc1ccccc1)NNC(=S)Nc1ccccc1	1518	-1.08	1	2.2	-9.1	9.9	1	-1.6	0.9	0.8	15.1
COC(=O)CSCc1nc2ccccc2[nH]c1=O	1587	-0.426	1.2	8.8	-0.6	0.7	1.1	-5.4	1.2	1.7	13.9
Cc1ccc(S(=O)(=O)CC(O)COc2ccc(F)cc2Cl)cc1 (stereo not given)	1605	1.88	0.9	0.0	3.2	-1.2	0.8	15.1	0.9	-1.8	6.3
COCCCNC(=O)Cc1coc2ccc3ccccc3c12	1591	0.213	0.9	3.5	-12.8	-3.3	0.9	7.6	1	1.8	-6.5
O=C(O)CSC(C(=O)Nc1ccc(Br)cc1)c1ccc(Cl)cc1 (stereo not given)	1539	-0.482	1	7.2	-0.6	4.8	0.9	8.3	1	6.1	9.0
COc1ccc(C(=O)c2sc3nc(-c4ccc(OC)cc4)ccc3c2N)cc1	1601	-0.956	1.1	-2.8	7.6	3.5	1	2.3	1	-1.6	2.8
c1ccc(CCc2nc(-c3cccnc3)no2)cc1	1713	.	1	13.9	-23.6	-0.1	0.8	17.8	1	16.1	10.0
Cc1cccc2sc(N(CCCN(C)C)C(=O)CN3C(=O)c4ccccc4C3=O)nc12	1587	0.00264	1.1	3.0	-10.7	7.2	0.9	9.6	1.1	-0.3	6.0
Cc1ccc(CNC(=O)CCCCn2c(=O)[nH]c3ccsc3c2=O)cc1	1813	0.933	1	-1.4	-4.4	0.1	1	-1.3	1	0.5	-4.2
O=C(C(Cc1ccccc1)n1cccc1)N1CCCCC1 (stereo not given)	1551	.	1	-5.9	-20.9	2.9	0.8	15.8	1	-7.1	-6.2
Cc1ccc(/C(N)=N/OC(=O)Oc2ccccc2)cc1	1403	0.145	1	-4.6	.	3.7	0.9	6.7	1	-7.0	2.5
Nc1nc2ccc(S(=O)(=O)N3CCCCC3)cc2s1	1596	.	1	1.2	.	-5.6	1	-3.5	0.9	0.8	-2.3
Fc1cccc(Cc2noc(CN3CCOCC3)n2)c1	1486	-0.391	0.9	1.2	5.2	3.3	0.9	12.5	1	-1.4	11.9
C=CCNc1nc(-c2ccc(Cl)cc2)cs1	1471	.	1	3.3	.	0.3	0.9	14.2	1	11.0	1.9
CSc1nc(C)cc(SCC(=O)N/N=C/c2ccccc2)n1	1517	0.587	1	0.0	-4.6	1.0	1	0.7	1.1	3.6	1.4
